Screening results as filed in PubChem.
USP1-UAF1 inh – Inhibitors of USP1/UAF1: Primary Screen; 390,000 tested, 0.23% active; Ubiquitin carboxyl-terminal hydrolase 1 (Homo sapiens), O94782; Potency, µM (top dose mostly 57.1 µM), inactives show top-dose activity change, negative = inhibition, most hits filed as inhibitors; recombinant USP1/UAF1, Ub-Rhodamine cleavage fluorescence; note: potency is the fitted concentration of half-maximal effect; % is set by controls: 0 for no effect and ±100 for the full control effect; nearly all actives have a fitted effect of over 60% in size; inactives centre near -12
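Step one: compound is pinned into 1nM USP1/UAF1 in HEPES pH 7.8 buffer with TCEP. Step two: 15 min room-temperature incubation. Step three: Ub-Rho (150nM final) starts cleavage, tracked by fluorescence over six one-minute reads.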
TrxR1 substrate – qHTS Assay for Substrates of Mammalian Selenoprotein Thioredoxin Reductase 1 (TrxR1): qHTS | 390,000 tested, 0.01% active | purified TrxR1 substrate turnover, NADPH consumption readout | Potency, µM (titrated, usually from 114 µM), inactives show at the highest dose activity change, negative = substrate turnover | Thioredoxin reductase 1, cytoplasmic (Rattus norvegicus), O89049; note: potency is the fitted concentration of half-maximal effect; % is set by controls: 0 for no effect and ±100 for the full control effect; nearly all actives have a fitted effect of over 50% in size
Target sequence (O89049 whole entry, looked up): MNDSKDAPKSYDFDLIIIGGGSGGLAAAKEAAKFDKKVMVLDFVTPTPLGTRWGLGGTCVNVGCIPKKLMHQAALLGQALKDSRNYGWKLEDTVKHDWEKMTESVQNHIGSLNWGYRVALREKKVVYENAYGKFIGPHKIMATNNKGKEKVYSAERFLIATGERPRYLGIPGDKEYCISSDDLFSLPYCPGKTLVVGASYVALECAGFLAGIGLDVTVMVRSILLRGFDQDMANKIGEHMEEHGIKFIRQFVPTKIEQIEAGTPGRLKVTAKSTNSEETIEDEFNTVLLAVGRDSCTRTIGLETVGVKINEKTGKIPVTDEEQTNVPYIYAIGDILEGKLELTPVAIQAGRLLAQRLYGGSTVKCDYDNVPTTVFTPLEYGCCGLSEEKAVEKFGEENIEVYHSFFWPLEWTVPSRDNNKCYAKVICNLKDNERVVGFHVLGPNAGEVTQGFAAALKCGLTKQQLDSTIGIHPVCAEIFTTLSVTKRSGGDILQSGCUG
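Rat TrxR1, dispensed at 90 nM, was prereduced with 400 uM NADPH (final) for 5 min at ~22 deg C, then incubated with compound 15 min before 400 uM selenite. A first-read NADPH fluorescence drop versus no-compound background flagged substrates.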
D2 antag – HTS Assay for Allosteric Antagonists of the Human D2 Dopamine Receptor: Primary Screen for Antagonists. D(2) dopamine receptor (Homo sapiens), P14416. AID 485344, 2010. 340,000 tested, 2% active. HEK293 TREx D2 cells, calcium flux, dopamine EC80. inhibition, % at 10 µM; in the data active = inhibition above about 30%; note: 0% is about no effect
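HEK293 T-REx D2 cells, tet-induced, calcium dye no-wash. Cpd pintool add, 180 s kinetic, then EC80 DA, 180 s kinetic. Ca flux read.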
mIDH1 inhibitor – qHTS for Inhibitors of mutant isocitrate dehydrogenase 1 (IDH1): qHTS; Isocitrate dehydrogenase [NADP] cytoplasmic (Homo sapiens), O75874; IDH1-R132H enzyme, NADPH consumption, diaphorase/resazurin fluorescence; Potency, µM (series often up to 76.6 µM), inactives show at the top dose activity change, negative = inhibition, most hits filed as inhibitors; 390,000 tested, 0.093% active; note: potency is the fitted concentration of half-maximal effect; % is set by controls: 0 for no effect and ±100 for the full control effect; nearly all actives have a fitted effect of over 65% in size
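IDH1-R132H (0.5 ug/mL dispensed) in pH 7.5 Tris buffer was preincubated 30 min with compound, then given a substrate mix of 0.016 mM NADPH and 2 mM alpha-KG for 80 min at room temperature; remaining NADPH was read by diaphorase/resazurin fluorescence.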
TRHR agonist – qHTS for Small Molecule Agonists and Allosteric Enhancers of Human TRH Receptor: Primary Screen for Agonists; Thyrotropin-releasing hormone receptor (Homo sapiens), P34981; TRHR cells, calcium flux fluo-8, FDSS agonist mode; activation, % at 2 µM; 360,000 tested, 0.18% active; in the data active = activation above about 30%; note: 0% is about no effect
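In this calcium-flux screen, cells bearing human TRHR are dye-loaded with fluo-8, baselined for 10 cycles, then exposed to library compounds; positive kinetic calcium responses during the agonist phase mark hits, with TRH as control.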
D2 ag – HTS Assay for Allosteric Agonists of the Human D2 Dopamine Receptor: Primary Screen for Agonists; D(2) dopamine receptor (Homo sapiens), P14416; HEK293 T-REx D2 cells, calcium flux agonist mode; activation, % at 2 µM; 340,000 tested, 0.53% active; AID 485358, 2010;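 active = activation over 3 SD above normal in the single-dose calcium agonist read, cut at about 30% in these data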; note: 0% is about no effect
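Tetracycline-induced HEK293 Trex cells with D2 receptor force-coupled to calcium signaling, plated overnight at 30 C and loaded with no-wash calcium dye. Calcium flux read kinetically for 180 s after compound addition; responses flag agonists.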
TrxR1 inh – qHTS Assay for Inhibitors of Mammalian Selenoprotein Thioredoxin Reductase 1 (TrxR1): qHTS. recombinant rTrxR1, NADPH fluorescence consumption, selenite substrate. Potency, µM (series often up to 114 µM), for inactives: top-dose activity change, negative = inhibition, most hits filed as inhibitors. 390,000 tested, 1% active. AID 588453, 2011; note: potency is the fitted concentration of half-maximal effect; % is set by controls: 0 for no effect and ±100 for the full control effect; nearly all actives have a fitted effect of over 65% in size
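Rat TrxR1 (90 nM in the dispensed reagent) was pre-reduced with 400 uM NADPH for 5 min at room temperature, then incubated with compound for 15 min. After 400 uM selenite was added, NADPH fluorescence (Ex 340/Em 450 nm) was followed for 8 min.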
PI4K2A inh – qHTS for small molecular inhibitors of PI4K2A; Phosphatidylinositol 4-kinase type 2-alpha (Homo sapiens), Q9BTU6; purified PI4K2A, ADP-Glo luminescence, 1 h; stronger effect = lower value; activity change, negative = inhibition, % at 76.9 µM; 420,000 tested, 0.13% active; AID 1346378, 2018; in the data active = activity change below about -50%; inconclusive = mostly about -30% to -49%;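 note: -100% = wells without enzyme as full effect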
Target sequence (Q9BTU6 whole entry, looked up): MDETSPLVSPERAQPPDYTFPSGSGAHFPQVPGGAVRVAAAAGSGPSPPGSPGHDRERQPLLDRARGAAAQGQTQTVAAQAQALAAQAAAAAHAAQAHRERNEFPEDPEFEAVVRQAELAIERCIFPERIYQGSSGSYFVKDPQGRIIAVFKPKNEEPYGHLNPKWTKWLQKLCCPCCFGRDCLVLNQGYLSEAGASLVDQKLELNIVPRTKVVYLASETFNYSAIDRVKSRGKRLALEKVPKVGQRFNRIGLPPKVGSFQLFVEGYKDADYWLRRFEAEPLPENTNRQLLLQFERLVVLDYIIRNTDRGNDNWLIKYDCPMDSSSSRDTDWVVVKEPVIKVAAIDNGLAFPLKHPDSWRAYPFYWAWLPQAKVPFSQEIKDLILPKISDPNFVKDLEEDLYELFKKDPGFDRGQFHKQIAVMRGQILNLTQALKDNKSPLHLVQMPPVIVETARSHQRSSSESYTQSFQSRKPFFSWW
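PI4K2A activity was measured by ADP-Glo luminescence: enzyme (4 ug/mL stock) and phosphatidylinositol (1.2 mM stock) in Tris pH 7.5/MgCl2/EGTA/Triton X-100 buffer were reacted with ATP (300 microM stock) for one hour at ambient temperature.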
TRHR PAM – qHTS for Small Molecule Agonists and Allosteric Enhancers of Human TRH Receptor: Primary Screen for Enhancers; enhancement, % at 2 µM; TRHR cells, fluo-8 calcium fluorescence, EC20 TRH enhancement; 360,000 tested, 0.66% active; Thyrotropin-releasing hormone receptor (Homo sapiens), P34981; AID 493056, 2011; in the data active = enhancement above about 30%; note: 0% is about no effect
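TRHR-expressing cells loaded with fluo-8 calcium dye were read kinetically (ex 480/em 530) during compound addition, then stimulated with an EC20 of TRH (10 nM final). Enhancement of the Gq-mediated intracellular calcium response was scored.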
Numbers without * were called inactive; u = inconclusive; x = not tested or not shown; [ ] = dose if it differs, or a comment. Unless noted, calls come from the whole dose curve; as a rule, active = well fitted inhibition curve with a large enough effect; inconclusive = small, poorly fitted or top-dose-only effect; inactive = no such curve, though single readings can be large or run the other way.

item	SMILES	USP1-UAF1 inh	TrxR1 substrate	D2 antag	mIDH1 inhibitor	TRHR agonist	D2 ag	TrxR1 inh	PI4K2A inh	TRHR PAM
1	COC(=O)Nc1ccc(N2CCOCC2)c(S(=O)(=O)N2CCOCC2)c1	-14%	-3%	-9	0%	0.3	0.6	6%	2	4
2	O=C(NCc1ccco1)C(=O)NCC1OCCN1C(=O)c1ccc(Cl)cc1 (stereo not given)	2%	0%	4	1%	0.0	-0.4	u	-16	9
3	COc1ccccc1CNS(=O)(=O)c1ccc(-n2cccn2)cc1	-9%	6%	-33	4%	-0.2	0.7	22%	-5	3
4	Cc1cccc(-n2ncc(C(=O)N3CCN(c4ccc(C)cc4C)CC3)c2C2CCN(C(=O)OC(C)(C)C)CC2)c1	-24%	-10%	x	9%	2.7	-0.5	8%	-1	-7
5	CCOC(=O)c1c(CN2CCOCC2)n(-c2ccccc2)c2cc(Br)c(O)c(CN(C)C)c12	-1%	-14%	12	6%	-0.3	-0.9	-12%	-16	5
6	CC(=O)c1cc(-c2ccccc2)n(CCC(=O)NCc2ccc(C)cc2)c1C	-11%	3%[57.1 µM]	x	1%	-0.2	0.2	13%[57.1 µM]	3	-7
7	COC(=O)CSc1nnc(NC(=O)C2CC(=O)N(c3ccc(F)cc3)C2)s1 (stereo not given)	-28%	4%	9	2%	-0.2	0.6	-7%	0	-16
8	COc1ccccc1CNS(=O)(=O)c1cc(-c2cc(C)no2)ccc1C	u	1%[57.1 µM]	x	24%	-0.4	0.0	9%[57.1 µM]	1	10
9	CCOC(=O)c1sc(NC(=O)c2nc3nc(C)cc(C(F)F)n3n2)c(C(=O)OC)c1C	-12%	13%	x	-1%	0.6	0.6	35%[activator]	-3	-18
10	O=C(O)c1cccc(N2CCCC2)c1	-7%	58%[activator]	15	-1%	0.5	0.6	-10%	1	13

From compound 4 up to 10, copied from above:
item	SMILES	USP1-UAF1 inh	TrxR1 substrate	D2 antag	mIDH1 inhibitor	TRHR agonist	D2 ag	TrxR1 inh	PI4K2A inh	TRHR PAM
4	Cc1cccc(-n2ncc(C(=O)N3CCN(c4ccc(C)cc4C)CC3)c2C2CCN(C(=O)OC(C)(C)C)CC2)c1	-24%	-10%	x	9%	2.7	-0.5	8%	-1	-7
5	CCOC(=O)c1c(CN2CCOCC2)n(-c2ccccc2)c2cc(Br)c(O)c(CN(C)C)c12	-1%	-14%	12	6%	-0.3	-0.9	-12%	-16	5
6	CC(=O)c1cc(-c2ccccc2)n(CCC(=O)NCc2ccc(C)cc2)c1C	-11%	3%[57.1 µM]	x	1%	-0.2	0.2	13%[57.1 µM]	3	-7
7	COC(=O)CSc1nnc(NC(=O)C2CC(=O)N(c3ccc(F)cc3)C2)s1 (stereo not given)	-28%	4%	9	2%	-0.2	0.6	-7%	0	-16
8	COc1ccccc1CNS(=O)(=O)c1cc(-c2cc(C)no2)ccc1C	u	1%[57.1 µM]	x	24%	-0.4	0.0	9%[57.1 µM]	1	10
9	CCOC(=O)c1sc(NC(=O)c2nc3nc(C)cc(C(F)F)n3n2)c(C(=O)OC)c1C	-12%	13%	x	-1%	0.6	0.6	35%[activator]	-3	-18
10	O=C(O)c1cccc(N2CCCC2)c1	-7%	58%[activator]	15	-1%	0.5	0.6	-10%	1	13

The list goes on:
item	SMILES	USP1-UAF1 inh	TrxR1 substrate	D2 antag	mIDH1 inhibitor	TRHR agonist	D2 ag	TrxR1 inh	PI4K2A inh	TRHR PAM
11	CCOc1ccccc1CN1CCNC(=O)C1CC(=O)NC1CCCCC1 (stereo not given)	-9%	6%	10	-8%	-1.0	0.3	8%	5	0
12	Cc1cccc(C)c1OCC(=O)NC1CC1	-18%	4%	5	-5%	2.2	0.1	33%	-2	14
13	Cc1oc(-c2cccs2)nc1CN1CCC(C(=O)N2CCCC2)CC1	3%	10%	23	3%	-1.1	-1.8	4%	-1	2
14	CC1(C)Cc2c(sc3c2c(=O)n(-c2cccc(Cl)c2)c(=O)n3CC(N)=O)CO1	-6%	1%	-5	-8%	0.1	0.9	12%	1	5
15	CCCNC(=O)c1ccc(COc2ccc(C(C)(C)C)cc2)o1	-26%	-2%	7	-7%	-0.9	-0.5	17%	3	-5
16	CC(OC(=O)CNC(=O)c1sc2ccccc2c1Cl)c1ccccc1 (stereo not given)	-11%	-1%	x	0%	0.0	x	16%	-3	-2
17	O=C(c1ccccc1Br)N1CCN(c2ncccn2)CC1	-17%	-18%[57.1 µM]	1	4%	-0.2	0.1	18%[57.1 µM]	9	-2
18	COc1cc(NC(=O)c2ccccc2)c(OC)cc1NC(=O)CN1CCOCC1	-22%	0%	-13	1%	-0.5	-0.6	1%	0	16
19	Cc1ccccc1C(=O)NC(=S)N(C)CCc1ccccn1	-3%	3%[57.1 µM]	-11	7%	-0.2	1.4	11%[57.1 µM]	2	4
20	CCCc1cc(Nc2cccc(OCC)c2)n2ncnc2n1	-5%	-7%	8	3%	0.5	0.2	10%	-1	-2
21	Cc1nn(-c2ccccc2)c(C)c1C(=O)NCCc1ccc(Cl)cc1	-29%	0%	13	-7%	-0.3	1.0	14%	-2	-5
22	CCOC(=O)N1CCN(c2c(NCCN(C)Cc3ccccc3)c(=O)c2=O)CC1	-30%	-6%	-7	9%	-2.0	-1.1	-22%	4	14
23	COC(=O)c1ccc(COc2ccccc2/C=C/C(=O)c2ccc(OCC(=O)O)cc2)cc1	-23%	4%	10	9%	0.2	-0.2	-9%	3	-2
24	O=C(NCCNc1ccc([N+](=O)[O-])cc1C(F)(F)F)c1ccccc1	-24%	-10%	1	5%	-0.8	-2.1	-4%	2	-8
25	Cc1cccc(-c2onc3ccc(C4(C)OCCO4)cc23)c1	-13%	9%[57.1 µM]	-12	-6%	-3.2	-1.1	8%[2.29 µM]	1	-7
26	COc1ccc(NC(=O)/C(C#N)=C\c2ccc(Br)o2)cc1	-15%	8%	0	2%	-0.2	1.0	31%	-12	4
27	COC(=O)c1ncccc1SC	-10%	-7%	-5	-11%	0.6	0.3	3%	0	-4
28	CCOC(=O)C1=C(C)N=C2c3ccccc3C(=O)C2C1c1ccc(C)cc1 (stereo not given)	-14%	-5%	15	-6%	-0.4	0.3	-1%	5	6
29	Cc1ccc(S(=O)(=O)NC[C@H]2O[C@@H](n3cnc4c(N)ncnc43)[C@H](O)[C@@H]2O)s1	-6%	1%	x	-3%	x	x	15%	-4	x
30	O=C(CN(Cc1ccccc1)S(=O)(=O)c1ccccc1)NC1CC1	-7%	-7%	-8	4%	0.1	0.6	13%	1	-3
31	Cc1ccccc1NC(=S)Nc1ccc2cn[nH]c2c1	-22%	16%[57.1 µM]	5	10%	0.3	0.3	29%[57.1 µM]	-3	0
32	C=CC[C@H](CC(=O)NCCO)C(=O)N[C@@H](COC(=O)[C@H](CC=C)CC(=O)OC(C)(C)C)Cc1ccccc1	-20%	-7%	x	-9%	x	x	1%	-3	x
33	CC1CCc2c(sc3ncn(Cc4ccc(C(=O)O)cc4)c(=O)c23)C1 (stereo not given)	-18%	2%	-6	10%	-0.1	0.5	18%	-3	-2
34	Cc1[nH]c2ccccc2c1C(=O)C(=O)N1CCN(C)CC1	-1%	12%[57.1 µM]	-20	2%	0.4	0.5	50%[activator][57.1 µM]	-9	-2
35	COc1ccc(-c2oc3ncn4nc(COc5ccccc5)nc4c3c2-c2ccc(OC)cc2)cc1	6%	28%[57.1 µM]	21	-1%	0.2	0.1	-14%[57.1 µM]	-1	-3
36	CCCCC(=O)Nc1cc(OCC)c(NC(=O)c2ccccc2[N+](=O)[O-])cc1OCC	-9%	0%	-2	-4%	-0.5	0.8	17%	1	9
37	O=S(=O)(Nc1ccc2nc(N3CCOCC3)sc2c1)c1ccc(Cl)cc1	-16%	-3%	-8	1%	-1.2	-0.4	29%	4	2
38	O=C(c1cc(S(=O)(=O)N2CCOCC2)ccc1Cl)N1CCc2ccccc2C1	-13%	3%	x	0%	-0.7	x	12%	5	-3
39	C=C(C)c1cccc(C(C)(C)NC(=O)Nc2ccc3[nH]c(=O)[nH]c3c2)c1	-3%	-10%	-8	9%	-0.6	1.3	-9%	-7	-2
40	CC(C(=O)N1CCCc2ccccc21)N1CCN(S(=O)(=O)c2ccccc2F)CC1 (stereo not given)	-8%	8%[57.1 µM]	20	0%	-0.4	0.1	16%[57.1 µM]	4	-3
41	COc1ccc(Cc2nnc(N/N=C/c3ccc(O)cc3)[nH]c2=O)cc1OC	-11%	-2%	4	6%	0.3	-0.3	13%	2	2
42	O=C(COc1ccccc1Cl)NC1CC1	-18%	4%	-3	0%	0.4	0.2	22%	0	0
43	O=C(O)Cn1c(SCc2cccc3ccccc23)nc2ccccc21	-21%	7%[57.1 µM]	-1	2%	-1.0	0.0	19%[57.1 µM]	-4	1
44	CC(=O)[C@@H]1[C@@H](C)N(Cc2ccccc2)C(=O)N[C@H]1c1ccccc1	-16%	4%[57.1 µM]	x	-5%	x	x	22%	4	x
